Compound activity from PubChem.
NCOA3 inh: SRC3 coactivator transcriptional activity inhibitors, primary screen, cell-based, luminescence | Nuclear receptor coactivator 3 (Homo sapiens), Q9Y6Q9 | HEK293 GAL4-SRC3 luciferase reporter | inhibition, % at 3.6 µM | hit rate 0.17% among 360,000 | AID 588352, 2011;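 active means inhibition above a per-campaign cutoff, the mean of all compounds plus 3 SD, cut at about 60% in these data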;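 further: 0% = DMSO-treated cells and 100% = gossypol-treated cells at 36 µM; higher means less SRC3-driven luciferase light from the GAL4 reporter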
NCOA1 inh: SRC1 coactivator transcriptional activity inhibitors, primary screen, cell-based, luminescence; Nuclear receptor coactivator 1 (Homo sapiens), Q15788; HEK293 GAL4-SRC1 luciferase reporter; inhibition, % at 3.6 µM; hit rate 0.12% among 360,000; AID 588354, 2011;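 active means inhibition above the campaign mean plus 3 SD, with each screening campaign given its own cutoff, cut at about 60% in these data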;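 further: 0% = DMSO treated cells and 100% = gossypol at 36 µM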
TROY signal inh: inhibitors of TROY-driven NF-kB signaling, primary screen, Q293 LMP1-TROYcd cells, NF-kB luciferase, uHTS; Q293 LMP1-TROYcd NF-kB luciferase reporter, 4 h; inhibition, % at 10 µM; hit rate 0.98% among 360,000;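 active means compounds whose plate-normalised and pattern-corrected inhibition of the luciferase reporter signal at the single screening dose is 50% or more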
TLR9-MyD88 block: inhibitors of TLR9-MyD88 association in cells, primary screen, cell-based, CHO, BLA complementation, fluorescence. CCF4 FRET ratio. inhibition, % at 4.98 µM. AID 504734, 2011. hit rate 0.21% among 340,000;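 active means inhibition above the mean over all tested compounds plus 3 SD, cut at about 21% in these data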;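 further: 0% = DMSO only wells and 100% = clavulanate BLA inhibitor control wells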
LRH-1 inv ag: LRH-1 (NR5A2) inverse agonists, primary screen, cell-based, luminescence, HEK293T, StAR-luciferase reporter; hit rate 0.13% among 360,000; Nuclear receptor subfamily 5 group A member 2 (Homo sapiens), O00482; AID 602396, 2012; LRH-1 transfected, 24 h; inhibition, % at 3.6 µM;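 active means inhibition above the mean inhibition of all tested compounds plus 3 SD, cut at about 73% in these data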;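 further: 0% = DMSO wells and 100% = reporter-only cells lacking LRH-1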
Vif inh: HIV Vif self-association inhibitors, primary screen, imaging, HEK293T, single point; hit rate 0.35% among 340,000; inhibition, % at 7.49 µM; HEK293T cells, Vif self-association by quenched fluorescence, 24 h; AID 602346, 2012; in the data active means inhibition above about 50%, passing the limit was not always enough; further: some results filed as inactive read as strong as hits
NOD2-RIPK2 inh: NOD2-RIPK2 binding disruptors in cells, primary screen, fluorescence, CHO cells, BLA complementation. AID 624267, 2012. Receptor-interacting serine/threonine-protein kinase 2 (Homo sapiens), O43353. inhibition, % at 4.98 µM. hit rate 0.38% among 360,000. CCF4 ratio; in the data active means inhibition above about 21%;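 further: 0% = vehicle only and 100% = reference blocker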
Target sequence (O43353 whole entry, looked up): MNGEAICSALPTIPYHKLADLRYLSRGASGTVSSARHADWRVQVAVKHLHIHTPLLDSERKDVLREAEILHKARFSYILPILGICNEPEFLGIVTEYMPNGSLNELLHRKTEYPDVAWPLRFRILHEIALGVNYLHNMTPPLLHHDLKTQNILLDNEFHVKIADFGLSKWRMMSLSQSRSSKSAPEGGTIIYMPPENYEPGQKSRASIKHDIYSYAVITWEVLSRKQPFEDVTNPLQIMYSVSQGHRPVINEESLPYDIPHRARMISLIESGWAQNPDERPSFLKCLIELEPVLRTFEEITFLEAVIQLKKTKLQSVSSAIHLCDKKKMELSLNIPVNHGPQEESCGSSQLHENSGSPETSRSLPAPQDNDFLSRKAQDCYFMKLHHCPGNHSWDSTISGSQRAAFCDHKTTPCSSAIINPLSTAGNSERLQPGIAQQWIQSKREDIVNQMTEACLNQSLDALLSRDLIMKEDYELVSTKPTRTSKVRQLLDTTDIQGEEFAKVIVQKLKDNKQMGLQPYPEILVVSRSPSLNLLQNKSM
COUP-TFII inh: NR2F2 transcriptional activity inhibitors, primary screen, cell-based, luciferase reporter, HEK293T, luminescence; hit rate 0.7% among 370,000; inhibition, % at 8.6 µM; COUP transcription factor 2 (Homo sapiens), P24468; HEK293T NGFI-A luciferase reporter;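 active means inhibition above a per-plate cutoff, mean inhibition of test wells between control levels plus 3 SD, cut at about 38% in these data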;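 further: cells cotransfected with COUP-TFII expression vector driving the NGFI-A reporter; 0% = median of COUP-TF2 test wells and 100% = reporter-only cells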
Target sequence (P24468 whole entry, looked up): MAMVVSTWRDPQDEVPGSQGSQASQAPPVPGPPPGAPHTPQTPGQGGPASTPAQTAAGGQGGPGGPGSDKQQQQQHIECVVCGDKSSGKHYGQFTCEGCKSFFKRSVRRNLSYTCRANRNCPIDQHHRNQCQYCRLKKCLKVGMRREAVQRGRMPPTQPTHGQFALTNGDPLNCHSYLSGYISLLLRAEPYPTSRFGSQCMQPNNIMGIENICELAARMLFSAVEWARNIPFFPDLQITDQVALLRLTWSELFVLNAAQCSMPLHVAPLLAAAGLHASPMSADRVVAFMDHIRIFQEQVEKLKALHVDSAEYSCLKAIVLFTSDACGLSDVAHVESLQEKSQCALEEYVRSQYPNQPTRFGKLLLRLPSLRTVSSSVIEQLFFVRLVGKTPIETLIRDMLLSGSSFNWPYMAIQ
NCOA2 inhibitor: inhibition of GAL4-SRC2 driven luciferase reporter, primary screen, SRC2 inhibitor project, cell-based, luminescence | Nuclear receptor coactivator 2 (Homo sapiens), Q15596 | HEK293 GAL4-SRC2 luciferase reporter | inhibition, % at 9 µM | hit rate 0.17% among 370,000 | AID 651957, 2012;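 active means inhibition above the mean inhibition of all tested compounds plus 3 SD, set per campaign, cut at about 52% in these data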;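 further: 0% = DMSO treated cells and 100% = cells given Gossypol at 36 µM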
EBV LMP1 NFkB: EBV LMP1-driven NF-kappaB luciferase reporter inhibitors, primary screen, cell-based, luminescence, single point; LMP1-induced NF-kappaB luciferase reporter cells; inhibition, % at 12.5 µM; hit rate 0.69% among 350,000; AID 504558, 2011; in the data active means inhibition above about 41%;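 further: 0% = neutral control wells and 100% = reference inhibitor control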
C8 TRAIL sens: viability loss with TRAIL in NB7+C8 cells, primary screen, TRAIL sensitizer project, cell-based, ATPlite luminescence. inhibition (viability loss, TRAIL sensitization), % at 10 µM. hit rate 1% among 360,000. AID 624354, 2012;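 active means compounds causing at least 50% loss of cell viability in the single-dose screen, relative to plate controls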
An asterisk follows results filed as active; / = not tested or not shown. Only part of the results is shown; the hit share may differ from the screen's.

molecule	NCOA2 inhibitor	TLR9-MyD88 block	NOD2-RIPK2 inh	NCOA3 inh	LRH-1 inv ag	COUP-TFII inh	NCOA1 inh	Vif inh	TROY signal inh	EBV LMP1 NFkB	C8 TRAIL sens
O=C(NCc1ccc2c(c1)OCO2)C1CC(=O)N(C2CCCCCC2)C1 (stereo unspecified)	-15	-12	-2	15	1	21	0	-2	-20	3	-8
CCNc1nc(NC(C)C)nc(N2CC(=O)N(CC(=O)OCC)C2=N)n1	2	-6	0	19	-15	-15	11	-20	19	4	-5
N#C/C(=C(/O)CSc1ncn[nH]1)c1nc2ccccc2[nH]1	-8	-5	0	-7	15	13	16	-4	-20	-16	-4
Cc1cc(C(F)(F)F)n2nc(C)c(-c3ccc(Cl)cc3)c2n1	2	10	-9	8	4	0	-2	17	-1	2	-1
C/C(Cc1ccccc1)=N\NC(=O)CNC(=O)Cc1ccc(Cl)cc1	-17	-6	-6	14	1	-1	1	-10	1	1	-6
O=C(CCc1ccccc1)NCc1ccc2c(c1)OCO2	-10	11	4	4	2	13	14	-1	-16	-3	-1
CNC(=O)NC(=O)C(NC1CCCc2ccccc21)c1ccccc1 (stereo unspecified)	-1	-8	-8	-41	9	-1	10	-10	12	-13	4
CCc1ccc(C2C(C#N)=C(N)N(N(C)C)C3=C2C(=O)CCC3)s1 (stereo unspecified)	2	-7	-15	14	6	13	-7	-17	-46	-1	-1
CC(C)CNC(=O)CC(c1ccccc1)c1ccccc1	19	0	-3	0	8	16	21	1	-13	8	-4
O=C(c1ccco1)N1CCN(Cc2cc(=O)c(OCc3ccc(F)cc3)co2)CC1	-14	0	5	-3	2	15	-1	-24	14	0	0
Cn1nc(C(C)(C)C)cc1C(=O)N1CCCC(c2cc(C(=O)Nc3ccccc3Cl)no2)C1 (stereo unspecified)	13	/	7	2	6	6	15	-14	21	/	17
CC(C)(C)OC(=O)N1CCN(C(=O)c2[nH]cnc2C(=O)N[C@@H](Cc2ccccc2)C(=O)OCc2ccccc2)CC1	-11	-3	13	6	7	15	-12	-1	5	1	26
CCCN(C(=O)C1CCCN(c2ncnc3c2nc2n3CCCCC2)C1)c1ccc(F)cc1 (stereo unspecified)	-13	-17	-1	-14	-30	10	-16	-1	5	-7	11
Cc1cccc(OC(C)C(=O)Nc2cc(Cl)ccc2-n2cncn2)c1 (stereo unspecified)	-21	1	12	24	4	-10	5	-12	-11	-11	-17
O=C(/C=C/NNC(=O)c1cccc(Br)c1)c1ccccc1	0	-3	-1	2	-23	-7	-18	/	3	-4	-2
CN(C(=O)c1ccccn1)C1(C(=O)NC2CCCCC2)CCCCC1	-34	2	-6	-9	-10	0	-8	/	3	1	6
CCOc1ccc(Oc2c(/C=N/NC(=O)C3CC3)c(C)nn2-c2ccccc2)cc1	19	-1	-10	12	5	-2	-2	5	8	12	-8
Cc1ccc(C(=O)NCCc2nnc(SCC(=O)Nc3nc(-c4ccccc4)cs3)n2C)cc1	20	-4	-6	4	5	-3	-9	31	-26	-7	-2
CCOC(=O)N1CCN(c2nc3ccccc3nc2C(C#N)C(=O)NCCc2ccccc2)CC1 (stereo unspecified)	-29	0	-8	18	2	9	-2	-1	9	1	-7
N#Cc1cc2c(nc1SCC(=O)N1CCCCC1)CCCCC2	-19	0	6	4	2	-19	-14	3	56*	-7	3
NC(=O)C1CCN(C(=O)Cc2ccsc2)CC1	-41	-13	-12	16	2	5	-4	3	-8	4	-6
O=C(CN1C(=O)NC2(CCCCCC2)C1=O)N1CCN(S(=O)(=O)c2ccccc2)CC1	-6	1	-5	-8	2	-6	7	-6	-1	-5	-1
COc1ccc(NC(=O)CCNC(=O)C2CCN(S(=O)(=O)c3ccc(OC)cc3)CC2)cc1	2	7	-1	11	25	13	-28	-8	-8	-1	-4
O=S(=O)(NCc1ccc(Cl)cc1)c1cnc[nH]1	9	-5	-3	6	5	-8	-31	/	-4	10	-1
CN1C(=O)/C(=C/c2ccc(OCc3ccccc3F)cc2)N(C)C1=S	-10	-6	-25	1	-16	7	11	15	-38	-13	-9
O=C(CCc1nc(-c2ccccc2)no1)NCc1ccco1	2	-1	-8	-9	-11	6	-42	0	-16	-8	-10
COc1ccc2[nH]c3c(c2c1)CCN1C(=O)C(CC(=O)NCCc2ccccn2)C[C@H](C(=O)N(C(C)C)C(C)C)[C@@]31C (stereo partly specified)	-10	-4	-17	-23	1	11	6	/	-1	-5	-2
CN(c1cccc(NC(=O)c2ccc(C(C)(C)C)cc2)c1)S(C)(=O)=O	-16	3	3	-47	-63	19	-45	-21	-14	-40	73*
COc1ccc(S(=O)(=O)N2CCCC2C(=O)Nn2cnnc2)cc1 (stereo unspecified)	-23	-7	7	-3	1	-31	-5	0	-2	-5	-1
O=C(CCNS(=O)(=O)c1c(Cl)cccc1Cl)OCC(=O)c1ccccc1F	0	4	-3	10	4	3	-14	6	4	10	4
CCn1c(C(=O)N2CCC(Cc3ccccc3)CC2)cc2sccc21	-13	1	-8	-16	12	-3	-2	-9	-3	11	2
O=C(Nc1ccc(Cl)cc1)c1csc([C@@H]2C[C@H](O)[C@@H](CO)O2)n1	-13	/	-2	-30	-14	-15	-4	-6	-19	/	4
Cc1sc2ncn(CC(=O)N3CCN(c4ccccn4)CC3)c(=O)c2c1S(=O)(=O)N1CCCCC1	0	0	-3	1	8	-4	-2	-2	1	8	11
CCOC(=O)c1c(C)nc2c(c1-c1cc(OC)c(OC)c(OC)c1)C(=O)c1ccccc1-2	7	-6	3	17	-6	-4	1	2	-2	3	66*
CCOc1ccc(NCc2cccn2-c2nnc(N3CCC(C(=O)NCCCN4CC(C)CC(C)C4)CC3)s2)cc1 (stereo unspecified)	5	4	7	-16	-13	-2	1	-15	4	-8	25
CCOC(=O)c1ccc(N=Cc2c(O)c3ccccc3oc2=O)cc1	14	2	-1	-11	-29	-17	-18	-13	-8	0	-4
CC(=O)Nc1ccc2c(c1)CCC2=O	0	14	8	5	30	-17	5	6	8	0	-17
N#Cc1c(-c2ccco2)cc(-c2ccc(F)cc2)nc1N	10	-6	11	11	-1	-13	-2	-4	-5	0	-5
COc1ccccc1CNC(=O)[C@H](NC(=O)C1CCN(C(=O)[C@@H](N)CCSC)CC1)C(C)C	-7	-5	-6	1	0	-26	-21	9	-16	-3	2
Cc1cccc(N(CC(=O)NC2CCCC2)C(=O)CCC(=O)Nc2nc(C)cs2)c1	13	-3	8	-15	8	7	-22	-1	-4	-9	-14
O=C(CC(n1cncn1)C(Cl)(Cl)Cl)c1ccc([N+](=O)[O-])cc1 (stereo unspecified)	-10	-14	-16	15	-5	-5	-1	1	5	4	3
CCc1ccc(/C=C(\C)C(=O)c2c(C)cc(C)[nH]c2=O)cc1	-13	-6	2	11	0	1	4	2	30	21	6
CCc1nc2ccccc2c(C(=O)OC2CCCCC2=O)c1C (stereo unspecified)	19	-10	0	7	5	4	-5	3	11	0	-2
COc1cccc(C(=O)/C=C/Nc2ccc(S(=O)(=O)Nc3cccc(C(C)=O)c3)cc2)c1	-15	14	1	-1	-81	2	-24	-34	11	14	36
CSc1ccc(CN2CCC(C)(Oc3cccc(Cl)c3)C2)cc1 (stereo unspecified)	0	/	-14	2	-6	-2	-4	9	-1	/	2
CCOc1ccc(C(=O)Nc2nnc(C)s2)cc1OCC	-13	-5	-2	-23	2	-3	0	6	5	9	-6
Cc1csc(NC(=O)Cc2c[nH]c3ccccc23)n1	-27	-4	3	-78	-166	-29	-70	-4	-24	-41	4
Oc1cc(Cl)cc(Cl)c1Cl	1	-9	-17	6	26	-9	16	-11	-3	5	5
COc1ccc(OC)c(N(CC(=O)Nc2cccnc2)S(=O)(=O)c2ccccc2)c1	20	-11	-1	-3	-3	5	2	-8	-7	4	-23
O=c1[nH]nc(-c2ccc([N+](=O)[O-])o2)c(=O)[nH]1	-28	-7	9	-8	5	14	-4	-4	-11	6	-4
O=S(=O)(NCC(c1ccccc1)N1CCC(O)CC1)c1ccc(Cl)cc1 (stereo unspecified)	8	6	-7	6	2	13	14	1	7	-2	-13
Cc1ccc(-c2ccc(=O)n(CCC(=O)N3CCN(c4ccccc4)CC3)n2)cc1	25	1	-13	-7	18	8	4	-4	14	-3	-4
O=C1CCC(C(=O)OCC(=O)c2c[nH]c3ccccc23)=NN1	-5	-10	-2	13	8	-6	-18	-2	2	4	8
NC(=O)c1ccccc1NC(=O)c1ccccc1F	-55	5	9	-31	11	-4	0	4	-7	1	-7
CCCc1cc2c(cc1NC(=O)c1ccccc1C)OCO2	14	3	-10	-5	-5	4	11	-9	5	-2	10
COC(=O)C1C(=O)/C(=C/N(C)C)C(=O)CC1(C)C (stereo unspecified)	8	-2	5	1	14	0	-25	2	21	4	-3
CCn1c(=O)cc(SCC(=O)N2CCN(c3ccccn3)CC2)c2ccccc21	-17	1	4	7	1	-29	-2	/	1	3	-9
CCCC(C)C(=O)Nc1ccc(NC(C)=O)cc1 (stereo unspecified)	-8	-4	-6	18	9	0	12	13	-1	4	-9
CSc1ccc(-c2cccc3nncn23)cc1	-20	/	-30	-11	-2	-11	5	4	2	/	4
Cc1cccc(-c2cc(C(=O)N/N=C/c3cccnc3)c3ccccc3n2)c1	-36	3	-9	-11	-13	-24	-17	2	-8	3	11
Cc1ccc(C)c(-n2c(-c3csc(C)c3C)n[nH]c2=S)c1	13	9	1	13	12	16	-8	0	-5	-12	-7
Cc1cc2cc(C(c3nnnn3C3CCCC3)N(Cc3cccnc3)Cc3ccco3)c(=O)[nH]c2cc1C (stereo unspecified)	-2	-5	0	24	2	0	-8	-13	-6	2	-21
Cc1cc(C)c(C#N)c(SCc2nnc(-c3ccccc3)o2)n1	67*	-4	-4	79*	87*	81*	80*	0	90*	59*	69*
